# Source: PubChem BioAssay (Broad Institute)
# ROS inducer = inducers of reactive oxygen species in cancer cells | U2OS ROS induction, H2DCF-DA fluorescence | ROS induction (% of piperlongumine), % at 10 µM | 46,000 compounds, 2% hits | AID 624156; in the data active = ROS induction above about 79%, passing the limit was not always enough; inconclusive = no clear call, values can overlap the other calls;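 also: 0% = DMSO vehicle median and 100% = reference compound median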
# * = called active by the depositor; ? = inconclusive. A portion of the library. The share of hits here may be higher or lower than overall.
SMILES,ROS inducer
C[C@@H]1CN([C@H](C)CO)C(=O)c2cc(NC(=O)CCN3CCOCC3)ccc2O[C@@H]1CN(C)Cc1ccc(-c2ccccc2)cc1,3
C[C@H](CO)N1C[C@H](C)[C@H](CN(C)S(=O)(=O)c2ccc(Oc3ccccc3)nc2)OCc2cn(nn2)CCCC1=O,4
Cc1noc(C)c1NC(=O)N(C)C[C@H]1Oc2ccc(NC(=O)Nc3ccc(C(F)(F)F)cc3)cc2C(=O)N([C@@H](C)CO)C[C@@H]1C,-3
C[C@@H]1CN([C@H](C)CO)C(=O)c2cc(NS(=O)(=O)c3ccccc3)ccc2O[C@@H]1CN(C)Cc1ccc(C(F)(F)F)cc1,6
CCOc1ccc(NC(=O)CN2CCCc3ccccc32)cc1,-6
COc1ccc(NC(=O)N(C)C[C@H]2Oc3c(NC(=O)c4ccncc4)cccc3C(=O)N([C@@H](C)CO)C[C@@H]2C)cc1,-8
C[C@H]1C(=O)N2c3ccccc3[C@@]3(O)C[C@@H]4C(=O)N[C@@](C)(c5nc6ccccc6c(=O)n54)N1[C@@H]23,2
C[C@@H]1CN([C@@H](C)CO)C(=O)c2cccc(NS(=O)(=O)c3cn(C)cn3)c2O[C@@H]1CN(C)Cc1ccncc1,-4
CCCCc1c(C)nc(-c2ccc(Cl)cc2)[nH]c1=O,37
C[C@H](CO)N1C[C@H](C)[C@@H](CN(C)C)Oc2ccc(NC(=O)C3CC3)cc2C1=O,-14
NC(=O)c1oc2ccccc2c1NC(=O)CSc1ccccc1,-15
C[C@@H]1CN([C@H](C)CO)C(=O)c2cc(NC(=O)C3CC3)ccc2O[C@H]1CN(C)C(=O)Nc1ccc2c(c1)OCO2,-9
CCCOc1ccc(Br)cc1/C=C1\NC(=S)NC1=O,4
CNC[C@H]1Oc2ccc(NC(=O)Nc3ccc(OC)cc3)cc2C(=O)N([C@H](C)CO)C[C@H]1C,-4
CC1CCC2(C)C(CC(O)C(O)C23CO3)C1(C)CCC1=CC(=O)OC1O (configuration not stated),-7
Oc1ccc(CCCCC(O)CCc2ccc(O)cc2)cc1 (configuration not stated),-5
C[C@@H]1CN([C@H](C)CO)C(=O)c2cccc(NS(=O)(=O)c3cccs3)c2O[C@H]1CN(C)CC1CC1,-11
COC(=O)C(CC#Cc1ccc2c(c1)[C@]1(C(=O)N2)[C@H](C(=O)O)[C@H]2C(=O)O[C@H](c3ccccc3)[C@H](c3ccccc3)N2[C@@H]1c1ccc(O)cc1)C(=O)OC,-10
O=C(NCc1ccccc1)c1ccc2c(c1)sc1nc(-c3ccccc3)cn12,?
C[C@@H]1CN([C@H](C)CO)C(=O)Cc2cc(NC(=O)CCC(F)(F)F)ccc2O[C@H]1CN(C)CC1CC1,0
Cn1c(=O)c(C(N)=S)cn(-c2ccccc2)c1=O,2
CNC(=O)c1oc2ccc3c(c2c1C)C(=O)CC1(CCCCC1)O3,34
C[C@H]1CN([C@@H](C)CO)C(=O)Cc2cc(NS(=O)(=O)c3ccc(Cl)cc3)ccc2O[C@@H]1CN(C)C(=O)Nc1ccc(F)cc1,10
Cc1cc(Cl)c(S(=O)(=O)Nc2ccc3c(c2)OCCO3)cc1OCC(N)=O,4
C[C@@H]1CN([C@@H](C)CO)C(=O)Cc2cc(NS(=O)(=O)c3ccc(Cl)cc3)ccc2O[C@@H]1CN(C)C(=O)Nc1ccc(C(F)(F)F)cc1,24
C[C@@H]1CN([C@@H](C)CO)C(=O)Cc2cc(NC(=O)CCN3CCOCC3)ccc2O[C@@H]1CN(C)Cc1ccc2c(c1)OCO2,10
C[C@@H]1CCCCO[C@@H](CN(C)C(=O)c2ccccc2)[C@@H](C)CN([C@H](C)CO)C(=O)c2cc(NC(=O)Cc3ccccc3)ccc2O1,4
Cc1noc(C)c1S(=O)(=O)N(C)C[C@@H]1Oc2c(NC(=O)C3CC3)cccc2C(=O)N([C@H](C)CO)C[C@@H]1C,7
Cn1c(C(=O)N2CCCC2)cc2c(=O)n3ccccc3nc21,-12
C[C@H]1CN([C@@H](C)CO)C(=O)c2cc(NC(=O)Cc3ccccc3)ccc2O[C@@H]1CN(C)CC1CC1,-7
Cc1cc(C)cc(Oc2c(C(F)(F)F)oc3cc(OCC(=O)O)ccc3c2=O)c1,10
CC(C)NC(=O)Nc1ccc2c(c1)CC(=O)N([C@H](C)CO)C[C@H](C)[C@H](CN(C)C(=O)Nc1ccccc1)O2,3
C[C@@H](NC(=O)/C(C#N)=C/c1ccc(O)c(O)c1)c1ccccc1,-10
Cc1noc(C)c1NC(=O)Nc1cccc2c1O[C@H](CN(C)Cc1ccc(-c3ccccc3)cc1)[C@@H](C)CN([C@@H](C)CO)C2=O,24
C[C@H](CO)N1C[C@H](C)[C@@H](CN(C)C(=O)Nc2ccc3c(c2)OCO3)Oc2c(NC(=O)C3CCCCC3)cccc2C1=O,-4
Cc1noc(C)c1NC(=O)Nc1ccc2c(c1)C(=O)N([C@H](C)CO)C[C@H](C)[C@@H](CN(C)C(=O)Nc1c(C)noc1C)O2,7
Cc1cc(C)c(C2=NON3N(C(=O)c4cccs4)c4ccccc4N23)c(C)c1,?
COc1ccc(/C=N/NC(=O)c2ccc(C(=O)NO)cc2)c(OC)c1,3
COC(=O)[C@@]1(Cc2ccccc2N=[N+]=[N-])N=C(c2ccc(OCCCO)cc2)O[C@H]1c1ccccc1,11
COC1(C(=O)NN)COc2ccccc2O1 (configuration not stated),-6
CC(=O)O[C@H]1C[C@@H](OC(C)=O)C(C)(C)C2C[C@@H](O)[C@]3(C)C(CC[C@@]4(C)[C@H](c5ccoc5)OC(=O)C5OC543)[C@]21C (some centres not stated),18
CCS(=O)(=O)c1nc(S(=O)(=O)c2ccc(Cl)cc2)c(NCc2ccc(OC)cc2)s1,6
C=C(C)C(=O)O[C@H]1C[C@@]2(C)O[C@@H]2[C@H]2O[C@H]2C(=C)[C@@H](O)[C@H]2OC(=O)C(=C)[C@@H]21,20
C[C@@H]1CN([C@H](C)CO)C(=O)c2cccc(NS(=O)(=O)c3ccc(Cl)cc3)c2O[C@H]1CN(C)Cc1ccc(C(F)(F)F)cc1,12
CCOC(=O)c1c(NC(=O)C2CC(c3cccc(Br)c3)=NO2)sc(C)c1C (configuration not stated),16
Cc1noc(C)c1NC(=O)N(C)C[C@@H]1Oc2ccc(NS(=O)(=O)c3cccs3)cc2C(=O)N([C@H](C)CO)C[C@@H]1C,-8
CCc1c(C)sc(NC(=O)c2ccc(Cn3nc(C)c(Cl)c3C)o2)c1C(N)=O,-2
C[C@@H]1CN([C@@H](C)CO)C(=O)Cc2cc(NC(=O)Nc3ccc(F)cc3)ccc2O[C@@H]1CN(C)Cc1ccncc1,-3
CCOC(=O)c1cc(C)nn1C(=O)c1c(F)cccc1Cl,-1
Cc1ccc(-c2nc3ccccc3o2)cc1NC(=O)COc1c(C)cc(Cl)cc1Cl,-6
C[C@@H]1CCCCO[C@@H](CN(C)C(=O)Nc2ccc(F)cc2)[C@@H](C)CN([C@H](C)CO)C(=O)c2cc(NC(=O)c3ccncc3)ccc2O1,14
Cn1c(-c2ccc(Cl)cc2)cs/c1=N\C(=S)NCCc1ccccc1,16
C[C@@H]1CN([C@H](C)CO)C(=O)Cc2cc(NS(=O)(=O)c3cn(C)cn3)ccc2O[C@H]1CN(C)C(=O)Nc1ccc(F)cc1,1
CCCNC(=O)c1ccc(NC(C)=O)cc1,-7
O=C(Cn1nc2n(c1=O)-c1ccccc1SC2)NC(=O)Nc1ccccc1,4
C[C@@H]1CN([C@H](C)CO)C(=O)c2cc(NS(=O)(=O)c3cccs3)ccc2O[C@@H]1CN(C)C,-14
C[C@@H]1CN([C@H](C)CO)C(=O)Cc2cc(NC(=O)Cc3ccccc3)ccc2O[C@H]1CN(C)S(=O)(=O)c1ccc(Cl)cc1,11
C[C@H](CO)N1C[C@H](C)[C@H](CN(C)Cc2ccc3c(c2)OCO3)Oc2ncc(-c3ccccc3)cc2C1=O,26
C[C@H]1CN([C@@H](C)CO)C(=O)c2cc(NS(=O)(=O)c3cn(C)cn3)ccc2O[C@@H]1CN(C)S(C)(=O)=O,-12
C[C@@H]1CN([C@H](C)CO)C(=O)CCCn2nncc2CO[C@@H]1CN(C)Cc1ccc(C(=O)O)cc1,-4
# More entries
SMILES,ROS inducer
C[C@H]1CN([C@@H](C)CO)C(=O)c2cccc(NC(=O)C3CC3)c2O[C@@H]1CN(C)S(=O)(=O)c1cn(C)cn1,-1
O=C(CSc1nc2ccccc2s1)OCN1C(=O)c2ccccc2C1=O,11
Cc1ccc(S(=O)(=O)Nc2ccc3c(c2)CC(=O)N([C@H](C)CO)C[C@@H](C)[C@@H](CN(C)Cc2ccncc2)O3)cc1,4
O=C1O[C@@H](c2ccccc2)[C@@H](c2ccccc2)N2[C@@H](c3ccccc3OCCO)[C@]3(C(=O)Nc4ccc(C#CC5=CCCCC5)cc43)[C@@H](C(=O)N3CCN(c4ncccn4)CC3)[C@H]12,33
C[C@H]1CN([C@@H](C)CO)C(=O)Cc2cc(NC(=O)Nc3cccc4ccccc34)ccc2O[C@H]1CN(C)S(C)(=O)=O,-11
C[C@@H]1CN([C@@H](C)CO)C(=O)Cc2cc(NC(=O)Cc3cn(C)c4ccccc34)ccc2O[C@@H]1CN(C)Cc1ccc(-c2ccccc2)cc1,85*
NC(=O)c1nnn(Cc2ccccc2)c1N,-3
CNC[C@@H]1Oc2c(NS(=O)(=O)c3ccc(F)cc3)cccc2C(=O)N([C@H](C)CO)C[C@@H]1C,1
O=C(COc1ccc(S(=O)(=O)N2CCOCC2)cc1)Nc1ccccc1,-11
Cc1ccc(S(=O)(=O)N(C)C[C@@H]2OCCCC[C@@H](C)Oc3ccc(NC(=O)Nc4ccc(C(F)(F)F)cc4)cc3C(=O)N([C@H](C)CO)C[C@@H]2C)cc1,10
CC(Sc1nc2ccc(Br)cc2[nH]1)C(=O)O (configuration not stated),13
Cc1noc(C)c1NC(=O)N(C)C[C@H]1Oc2c(NC(=O)Nc3ccc4c(c3)OCO4)cccc2C(=O)N([C@@H](C)CO)C[C@H]1C,-1
COc1ccc(NC(=O)c2ccco2)c(NC(=O)CSc2ccc(Cl)cc2)c1,-8
C[C@@H]1CN([C@@H](C)CO)C(=O)c2cc(NC(=O)NC3CCCCC3)ccc2O[C@@H]1CN(C)C(=O)Nc1ccc2c(c1)OCO2,3
N#CCCN(CCC#N)C(=O)c1ccco1,4
COC(=O)C[C@@H]1C(C(=O)O)=CO[C@@H](O[C@@H]2O[C@H](CO)[C@@H](O)[C@H](O)[C@H]2O)/C1=C\COC(=O)/C=C/c1ccccc1,-2
COC(=O)c1ccc2ccccc2n1,-5
COc1ccc(NC(=O)N(C)C[C@H]2Oc3ccc(NC(=O)NC4CCCCC4)cc3CC(=O)N([C@@H](C)CO)C[C@@H]2C)cc1,-3
CCn1c2ccccc2c2cc(/C=N/NC(=O)c3ccccc3O)ccc21,-6
Cc1noc(C)c1NC(=O)N(C)C[C@@H]1Oc2ccc(NC(=O)CCCCCC(=O)Nc3ccccc3N)cc2C(=O)N([C@@H](C)CO)C[C@H]1C,-1
Cc1ccc(S(=O)(=O)Nc2cccc3c2O[C@@H](CN(C)Cc2ccc(Oc4ccccc4)cc2)[C@@H](C)CN([C@H](C)CO)C3=O)cc1,54
COC(=O)c1ccc([C@H]2C=C(C(=O)N3CCN(Cc4ccc5c(c4)OCO5)CC3)O[C@@H](OCc3ccc(CO)cc3)C2)cc1,51
CNC[C@@H]1Oc2ccc(N(C)C)cc2C(=O)N([C@@H](C)CO)C[C@@H]1C,-9
C[C@@H]1CN([C@@H](C)CO)C(=O)c2cc(NC(=O)Nc3ccc4c(c3)OCO4)ccc2O[C@@H]1CN(C)S(=O)(=O)c1ccc(F)cc1,-3
C[C@@H]1CN([C@H](C)CO)C(=O)Cc2cc(NC(=O)NC3CCCCC3)ccc2O[C@@H]1CN(C)Cc1ccc(Oc2ccccc2)cc1,131*
Cc1ccccc1S(=O)(=O)N(C)C[C@@H]1OCc2cn(nn2)CCCC(=O)N([C@H](C)CO)C[C@H]1C,13
CCOC(=O)CN(C#N)c1nc(C)cc(C)n1,-9
CCC1CCCCN1C(=O)CN1C(=O)c2ccccc2C1=O (configuration not stated),0
CC(C)n1c(SCC(=O)O)nc2cc(Cl)ccc21,-10
C[C@H](CO)N1C[C@H](C)[C@H](CN(C)C(=O)Nc2ccccc2)Oc2ccc(NC(=O)NC3CCCCC3)cc2CC1=O,0
C[C@@H]1CN([C@@H](C)CO)C(=O)c2cc(NS(=O)(=O)c3ccccc3)ccc2O[C@H]1CN(C)C(=O)Nc1ccc(F)cc1,-6
C[C@@H]1CN([C@@H](C)CO)C(=O)Cc2cc(NC(=O)Cc3ccccc3)ccc2O[C@@H]1CN(C)Cc1ccncc1,?
Cn1cnnc1SCC(=O)c1cc2ccccc2oc1=O,10
COc1cc(/C=C2\Oc3cc(O)ccc3C2=O)ccc1O,-6

# A portion from the list above:
SMILES,ROS inducer
C[C@@H]1CN([C@@H](C)CO)C(=O)c2cc(NC(=O)Nc3ccc4c(c3)OCO4)ccc2O[C@@H]1CN(C)S(=O)(=O)c1ccc(F)cc1,-3
C[C@@H]1CN([C@H](C)CO)C(=O)Cc2cc(NC(=O)NC3CCCCC3)ccc2O[C@@H]1CN(C)Cc1ccc(Oc2ccccc2)cc1,131*
Cc1ccccc1S(=O)(=O)N(C)C[C@@H]1OCc2cn(nn2)CCCC(=O)N([C@H](C)CO)C[C@H]1C,13
CCOC(=O)CN(C#N)c1nc(C)cc(C)n1,-9
CCC1CCCCN1C(=O)CN1C(=O)c2ccccc2C1=O (configuration not stated),0
CC(C)n1c(SCC(=O)O)nc2cc(Cl)ccc21,-10
C[C@H](CO)N1C[C@H](C)[C@H](CN(C)C(=O)Nc2ccccc2)Oc2ccc(NC(=O)NC3CCCCC3)cc2CC1=O,0
C[C@@H]1CN([C@@H](C)CO)C(=O)c2cc(NS(=O)(=O)c3ccccc3)ccc2O[C@H]1CN(C)C(=O)Nc1ccc(F)cc1,-6
C[C@@H]1CN([C@@H](C)CO)C(=O)Cc2cc(NC(=O)Cc3ccccc3)ccc2O[C@@H]1CN(C)Cc1ccncc1,?
Cn1cnnc1SCC(=O)c1cc2ccccc2oc1=O,10
COc1cc(/C=C2\Oc3cc(O)ccc3C2=O)ccc1O,-6
